From PubChem
NCI-60 one-dose screen, 48 h, at 10 µM unless noted. Numbers give growth in % (100 = growth as untreated, 0 = no growth, -100 = all killed).
HCT-15 = HCT-15 colon cancer | AID 1794746 | 5.2% of 82,000 active
KM12 = KM12 colon cancer cells. 5% of 82,000 active. AID 1794800
HCC-2998 = HCC-2998 colon cancer; 4.7% of 79,000 active
SNB-75 = SNB-75 CNS cancer; 5% of 79,000 active
HCT-116 = HCT-116 colon cancer | 7.3% of 82,000 active | AID 1794798
SW-620 = SW-620 colon cancer; 5.2% of 82,000 active; AID 1794795
SF-539 = SF-539 CNS cancer | 6.8% of 81,000 active
SF-295 = SF-295 CNS cancer cells; 5.6% of 79,000 active; AID 1794758
SNB-19 = SNB-19 CNS cancer cells | 2.5% of 81,000 active | AID 1794751
Active calls of the source: *; / = not tested or not shown; & = joins results of further samples; [ ] = another dose, or the depositor's remark. The calls were made as follows: active = growth percent below 10; inactive = the rest.

Values run as follows: HCT-15, KM12, HCC-2998, SNB-75, HCT-116, SW-620, SF-539, SF-295, SNB-19
NS(=O)(=O)c1ccc(CCN2C(=O)c3ccccc3C2=O)cc1
 : 103, 99, 97, 100, 104, 115, 101, 105, 102
O=C(Cn1cc(COc2ncnc3c2cnn3-c2ccccc2)nn1)Nc1cccc(Cl)c1
 : 90, 96, 108, 81, 103, 97, 100, 99, 96
COc1ccc(-c2cc(C(=O)NCc3ccccc3)nn2-c2ccc(S(C)(=O)=O)cc2)cc1OC
 : 108, 102, 117, 63, 102, /, 95, 98, 95
COc1ccc(/C=C/C(=O)c2cc3c(N)c(C(=O)Nc4ccccc4C)sc3nc2C)cc1
 : 15, 11, 15, -0.5*, 15, 15, -38*, 14, 6.4*
O=C(Nc1ccccc1)Nc1ccc(C(=O)/C=C/c2ccc(N3CCCC3)cc2)cc1
 : 57, 53, 81, 41, 53, 84, 79, 73, 68
COc1ccc(Oc2nc(Nc3ccc(N4CCOCC4)cc3)ncc2N=Cc2ccc(O)c(OC)c2)cc1
 : 95, 91, 97, /, 95, 107, 86, 95, 105
OC(c1ccc(Cl)cc1)c1ccc(Cl)cc1
 : 111&91, 99&94, 104&105, 110&93, 100&102, 85&109, 106&92, 106&89, 101&96
CCC1CCC(CC)C1O (stereo not given)
 : 103, 99, 108, 77, 101, 98, 107, 101, 99
Nc1nc2c(s1)CCc1cn(S(=O)(=O)c3ccccc3)cc1-2
 : 99&98, 108&95, 106&111, 90&81, 100&85, 99&100, 98&91, 106&95, 97&95
COC(=O)CCCNC(=O)C(=O)c1c(O)c(O)c(C(C)C)c2cc(C)c(-c3c(C)cc4c(C(C)C)c(O)c(O)c(C(=O)C(=O)NCCCC(=O)OC)c4c3O)c(O)c12
 : 1.5*, 8.5*, 29, 50, -31*, 19, -1.9*, -7.0*, 22
COc1ccc(-c2onc(NC(C)=O)c2-c2cc(OC)c(OC)c(OC)c2)cc1
 : 99, 101, 97, 83, 103, 103, 99, /, 101
O=C(CCCCCNC(=O)c1ccc[nH]1)Nc1ccccc1
 : 94, 103, 106, 96, 109, 104, 96, 96, 94
C=CC(=O)NC(=O)Nc1ccccc1Cl
 : 68, 96, 110, 84, 56, 54, 72, 101, 73
C[C@@H]1O[C@@H](O[C@@H]2C[C@H](c3ccc4c(c3O)C(=O)C3=C(C4=O)[C@@]4(O)C(=O)C[C@](C)(O)C[C@@]4(O)C=C3)O[C@H](C)[C@H]2O)C[C@H](O)[C@H]1O
 : 97, 104, 108, 89, 99, 105, 96, 107, 101
CC(C)C(=O)Cc1cnccn1
 : 107, 112, 104, 102, 109, 102, 105, 91, 102

(cont.)
Values run as follows: HCT-15, KM12, HCC-2998, SNB-75, HCT-116, SW-620, SF-539, SF-295, SNB-19
Cc1cc(NCCN(C)C)n2c(nc3ccccc32)c1C#N
 : 102, 103, 96, 95, 97, 110, 96, 102, 90
CC(=O)OC1C(COS(C)(=O)=O)OC(OC2(COS(C)(=O)=O)OC(COS(C)(=O)=O)C(OC(C)=O)C2OC(C)=O)C(OS(C)(=O)=O)C1OC(C)=O (stereo not given)
 : 104, 102, 106, 91, 97, 106, 99, 99, 99
Cc1ccc(C2=Nc3ccc(Cl)cc3C3=NCNC(=S)N23)cc1
 : 101, 90, 118, 103, 97, 103, 108, 93, 100
CCOC(=O)c1nnc2c(Cc3ccccc3)nc3ccccc3n12
 : 100, 102, 107, 90, 99, 102, 106, /, 103
COC(=O)[C@@H](CCCCNC(=O)[C@]12CCC(C)(C)C[C@@H]1C1=CC[C@@H]3[C@@]4(C)C/C(=C/c5ccco5)C(=O)C(C)(C)[C@@H]4CC[C@@]3(C)[C@]1(C)CC2)NC(=O)[C@]12CCC(C)(C)C[C@@H]1C1=CC[C@@H]3[C@@]4(C)C/C(=C/c5ccco5)C(=O)C(C)(C)[C@@H]4CC[C@@]3(C)[C@]1(C)CC2
 : 103, 103, 103, 106, 100, 112, 97, 101, 95
COc1ccc(C(=O)N2CCN(C(=O)c3ccc(OC)cc3)CC2)cc1
 : 107, 106, 102, 72, 105, 106, 96, 112, 95
CC(=O)c1ccc(NC(=O)Nc2ccc(C(C)=O)cc2)cc1
 : 104, 118, 107, 97, 81, 102, 97, 89, 92
O=[N+]([O-])c1cccc(C2OCC3(CO2)COC(c2cccc([N+](=O)[O-])c2)OC3)c1 (stereo not given)
 : 112, 114, 116, 101, 111, 113, 104, 110, 114
CN(C(=O)C1CC=CCC1C(=O)N(C)c1ccccc1)c1ccccc1 (stereo not given)
 : 97, 109, 100, 81, 102, 99, 99, 104, 99
COc1ccc2c(c1)oc1c(C)c3c(c(C)c12)C(=O)N(CCN1CCCCC1)C3=O
 : 87, 101, 100, 93, 79, 86, 96, 78, 80
COc1ccc2c(c1)c(-c1nc(N)nnc1-c1cn(C)c3ccccc13)cn2C
 : 70, 96, 103, 68, 73, 96, 95, 90, 96
COc1ccc2occ(C3=C(c4cn(C)c5ccccc45)C(=O)NC3=O)c2c1
 : 62, 64, 104, 16, 75, 89, 105, 94, 99
CCOC(=O)C1=C(O)C(=O)N(Cc2ccccc2)C1
 : 102, 99, 111, 80, 104, 104, 96, 102, 98
O=C(NNc1nc2cc(F)ccc2n2cncc12)c1cnccn1
 : 28, 21, 20, 75, 23, 24, 30, 0.1*, 34
CCOC(=O)Nc1nn[nH]n1
 : 92, 106, /, 95, 107, 90, 98, 106, 100

New compounds follow
Values run as follows: HCT-15, KM12, HCC-2998, SNB-75, HCT-116, SW-620, SF-539, SF-295, SNB-19
c1ccc(CNc2nc3ccccc3n3c2nc2ccccc23)cc1
 : 94, 107, 121, 106, 94, 98, 100, 104, 97
CCOCC(=O)NC(Cc1ccccc1)C(=O)O (stereo not given)
 : 95, 100, 111, 95, 93, 108, 97, 120, 114
CCOc1ccc(-n2c(-c3cc(OC)c(OC)c(OC)c3)nnc2-c2ccc(OC)cc2N)cc1
 : 65, 38, 82, 76, 64, 67, 78, 85, 76
CC(=O)OCC1O[C@@H](Oc2ccc3c(c2)CC[C@@H]2[C@@H]3CC[C@]3(C)C(=O)CC[C@@H]23)C(OC(C)=O)[C@@H](OC(C)=O)[C@H]1OC(C)=O (stereo not given in full)
 : 103, 110, 109, 113, 104, 105, 94, 95, 112
O=[N+]([O-])c1ccc2c(c1)C(C(Cl)(Cl)Cl)OC(C(Cl)(Cl)Cl)O2 (stereo not given)
 : 92, 91, 106, 86, 62, 91, 91, 93, 100
C=C(C)[C@@H]1CC[C@]2(C(=O)Nc3ccc(S(=O)(=O)c4ccc(NCCC#N)cc4)cc3)CC[C@]3(C)[C@H](CC[C@@H]4[C@@]5(C)CCC(=O)C(C)(C)[C@@H]5CC[C@]43C)[C@@H]12
 : 101[100 µM], 100[100 µM], 100[100 µM], 67[100 µM], 77[100 µM], 95[100 µM], 87[100 µM], 98[100 µM], 89[100 µM]
CCCCN1CCC(=O)NC1=O
 : 96, 103, 99, 91, 97, 105, 106, /, 97
CC(C)COC(=O)N1CCCCC1C (stereo not given)
 : 109, 114, 102, 100, 93, 108, 99, 120, 103
COc1ccc(CSc2nc3ccc(C)cc3c(=O)n2-c2ccccc2)cc1
 : /, 108, 109, 79, 102, 96, /, /, 93
O=C(N=Nc1c(O)[nH]c2ccccc12)c1cnc2n(c1=O)CCCCC2
 : 106, 111, 115, 87, 98, 101, 100, 100, 93
O=C(N/N=C/c1ccc(Br)o1)c1[nH]c2ccc(Br)cc2c1-c1ccccc1
 : -6.9*, -1.6*, -7.6*, -18*, -13*, 7.0*, -100*, -26*, 0.0*
CC1=C/C(=N/NC(N)=O)CC(C)(C)C1
 : 113, 103, 100, 91, 108, 104, 101, 107, 103
C=C1NC(=O)C(C(C)CC)NC(=O)C2CSCC(NC(=O)CCC(=O)O)C(=O)NC(Cc3ccccc3)C(=O)NC(C)C(=O)NC(CC(C)CC)C(=O)NC(C(=O)NC(Cc3ccccc3)C(=O)N3CCCC3C(=O)N2)C(C)OC(=O)C(CO)NC(=O)C(C(O)COC)N(C)C(=O)C(C(C)C)NC(=O)C(CC(C)CC)NC1=O (stereo not given)
 : 16[6 µM], 2.1*[6 µM], 12[6 µM], 11[6 µM], 6.7*[6 µM], 21[6 µM], -6.7*[6 µM], 15[6 µM], 21[6 µM]
Cc1cc(Nc2nc(OCCCN(C)C)nc3ccccc23)n[nH]1
 : 106, 91, 111, 33, 102, 105, 108, 98, 112
CCCC(C)Sc1nc2c([nH]1)c(=S)n(C)c(=O)n2C (stereo not given)
 : 88, 94, 108, 116, 101, 99, 103, 86, 97

Some of the entries so far, as a markdown table:
| SMILES | HCT-15 | KM12 | HCC-2998 | SNB-75 | HCT-116 | SW-620 | SF-539 | SF-295 | SNB-19 |
| --- | --- | --- | --- | --- | --- | --- | --- | --- | --- |
| CCOC(=O)Nc1nn[nH]n1 | 92 | 106 | / | 95 | 107 | 90 | 98 | 106 | 100 |
| c1ccc(CNc2nc3ccccc3n3c2nc2ccccc23)cc1 | 94 | 107 | 121 | 106 | 94 | 98 | 100 | 104 | 97 |
| CCOCC(=O)NC(Cc1ccccc1)C(=O)O (stereo not given) | 95 | 100 | 111 | 95 | 93 | 108 | 97 | 120 | 114 |
| CCOc1ccc(-n2c(-c3cc(OC)c(OC)c(OC)c3)nnc2-c2ccc(OC)cc2N)cc1 | 65 | 38 | 82 | 76 | 64 | 67 | 78 | 85 | 76 |
| CC(=O)OCC1O[C@@H](Oc2ccc3c(c2)CC[C@@H]2[C@@H]3CC[C@]3(C)C(=O)CC[C@@H]23)C(OC(C)=O)[C@@H](OC(C)=O)[C@H]1OC(C)=O (stereo not given in full) | 103 | 110 | 109 | 113 | 104 | 105 | 94 | 95 | 112 |
| O=[N+]([O-])c1ccc2c(c1)C(C(Cl)(Cl)Cl)OC(C(Cl)(Cl)Cl)O2 (stereo not given) | 92 | 91 | 106 | 86 | 62 | 91 | 91 | 93 | 100 |
| C=C(C)[C@@H]1CC[C@]2(C(=O)Nc3ccc(S(=O)(=O)c4ccc(NCCC#N)cc4)cc3)CC[C@]3(C)[C@H](CC[C@@H]4[C@@]5(C)CCC(=O)C(C)(C)[C@@H]5CC[C@]43C)[C@@H]12 | 101[100 µM] | 100[100 µM] | 100[100 µM] | 67[100 µM] | 77[100 µM] | 95[100 µM] | 87[100 µM] | 98[100 µM] | 89[100 µM] |
| CCCCN1CCC(=O)NC1=O | 96 | 103 | 99 | 91 | 97 | 105 | 106 | / | 97 |
| CC(C)COC(=O)N1CCCCC1C (stereo not given) | 109 | 114 | 102 | 100 | 93 | 108 | 99 | 120 | 103 |
| COc1ccc(CSc2nc3ccc(C)cc3c(=O)n2-c2ccccc2)cc1 | / | 108 | 109 | 79 | 102 | 96 | / | / | 93 |
| O=C(N=Nc1c(O)[nH]c2ccccc12)c1cnc2n(c1=O)CCCCC2 | 106 | 111 | 115 | 87 | 98 | 101 | 100 | 100 | 93 |
| O=C(N/N=C/c1ccc(Br)o1)c1[nH]c2ccc(Br)cc2c1-c1ccccc1 | -6.9* | -1.6* | -7.6* | -18* | -13* | 7.0* | -100* | -26* | 0.0* |
| CC1=C/C(=N/NC(N)=O)CC(C)(C)C1 | 113 | 103 | 100 | 91 | 108 | 104 | 101 | 107 | 103 |
| C=C1NC(=O)C(C(C)CC)NC(=O)C2CSCC(NC(=O)CCC(=O)O)C(=O)NC(Cc3ccccc3)C(=O)NC(C)C(=O)NC(CC(C)CC)C(=O)NC(C(=O)NC(Cc3ccccc3)C(=O)N3CCCC3C(=O)N2)C(C)OC(=O)C(CO)NC(=O)C(C(O)COC)N(C)C(=O)C(C(C)C)NC(=O)C(CC(C)CC)NC1=O (stereo not given) | 16[6 µM] | 2.1*[6 µM] | 12[6 µM] | 11[6 µM] | 6.7*[6 µM] | 21[6 µM] | -6.7*[6 µM] | 15[6 µM] | 21[6 µM] |
| Cc1cc(Nc2nc(OCCCN(C)C)nc3ccccc23)n[nH]1 | 106 | 91 | 111 | 33 | 102 | 105 | 108 | 98 | 112 |
| CCCC(C)Sc1nc2c([nH]1)c(=S)n(C)c(=O)n2C (stereo not given) | 88 | 94 | 108 | 116 | 101 | 99 | 103 | 86 | 97 |

(next part)
Values run as follows: HCT-15, KM12, HCC-2998, SNB-75, HCT-116, SW-620, SF-539, SF-295, SNB-19
O=S(OCCN1CCCC1)C(c1ccccc1)c1ccccc1 (stereo not given)
 : 97, 112, 117, 96, 107, 115, 114, 121, 102
CCC(C(=O)[C@@H](C)[C@@H](O)[C@H](C)[C@@H]1O[C@@H]([C@@H](CC)C(=O)ONC(=O)c2ccccc2)CC[C@@H]1C)[C@H]1O[C@]2(C=CC(=O)[C@]3(CC[C@@](C)([C@H]4CC[C@](O)(CC)[C@H](C)O4)O3)O2)[C@H](C)C[C@@H]1C (stereo not given in full)
 : 14, 16, 21, 28, -37*, 20, -63*, 1.1*, 21
S=c1oc(-c2cc(-c3ccccc3)nc3ccccc23)nn1CN1CCN(c2ccccc2)CC1
 : 102, 97, 112, 76, 93, 102, 95, 99, 100
Cc1cc2ccccn2c1C(=O)c1ccc(C(=O)c2ccccc2)cc1
 : 86, 113, 84, 94, 89, 84, 99, 83, 86
CC1(C)CC[C@]2(C(=O)NCCCCCCN(CCCN)CCCN)CC[C@]3(C)C(=CC[C@@H]4[C@@]5(C)CC[C@H](O)C(C)(C)[C@@H]5CC[C@]43C)[C@@H]2C1
 : 105, 102, 103, 95, 99, 107, 102, 105, 97
COc1cc(-c2c(C#N)c(N)n3c(nc4ccccc43)c2C#N)cc(Br)c1OC
 : 64, 21, 90, -8.3*, 19, 41, 41, 66, 57
O=c1nc2oc3c(Cl)cc(Cl)cc3cc-2s1
 : 87, 97, 106, 94, 91, 96, 108, 101, 96
COc1ccc(-c2c3c(cc4ncn(Cc5ccccc5)c24)COC3=O)cc1
 : 103, 92, 112, 80, 89, 98, 87, 102, 94
O=C(O)CNCNc1ccc(S(=O)(=O)c2ccc(NCNCC(=O)O)cc2)cc1
 : 108, 99, 101, 94, 107, 109, 100, 104, 103
